KAT2A inh: GCN5L2 (KAT2A) acetyltransferase inhibition; Q92830; GCN5L2 HAT assay, ThioGlo1 CoA-SH fluorescence; Potency, µM (highest dose often 58.9 µM), inactives show at the highest dose activity change, negative = inhibition, hits mostly inhibitors; 0.21% of 390,000 active; AID 504327
Target sequence (Q92830 whole entry, looked up): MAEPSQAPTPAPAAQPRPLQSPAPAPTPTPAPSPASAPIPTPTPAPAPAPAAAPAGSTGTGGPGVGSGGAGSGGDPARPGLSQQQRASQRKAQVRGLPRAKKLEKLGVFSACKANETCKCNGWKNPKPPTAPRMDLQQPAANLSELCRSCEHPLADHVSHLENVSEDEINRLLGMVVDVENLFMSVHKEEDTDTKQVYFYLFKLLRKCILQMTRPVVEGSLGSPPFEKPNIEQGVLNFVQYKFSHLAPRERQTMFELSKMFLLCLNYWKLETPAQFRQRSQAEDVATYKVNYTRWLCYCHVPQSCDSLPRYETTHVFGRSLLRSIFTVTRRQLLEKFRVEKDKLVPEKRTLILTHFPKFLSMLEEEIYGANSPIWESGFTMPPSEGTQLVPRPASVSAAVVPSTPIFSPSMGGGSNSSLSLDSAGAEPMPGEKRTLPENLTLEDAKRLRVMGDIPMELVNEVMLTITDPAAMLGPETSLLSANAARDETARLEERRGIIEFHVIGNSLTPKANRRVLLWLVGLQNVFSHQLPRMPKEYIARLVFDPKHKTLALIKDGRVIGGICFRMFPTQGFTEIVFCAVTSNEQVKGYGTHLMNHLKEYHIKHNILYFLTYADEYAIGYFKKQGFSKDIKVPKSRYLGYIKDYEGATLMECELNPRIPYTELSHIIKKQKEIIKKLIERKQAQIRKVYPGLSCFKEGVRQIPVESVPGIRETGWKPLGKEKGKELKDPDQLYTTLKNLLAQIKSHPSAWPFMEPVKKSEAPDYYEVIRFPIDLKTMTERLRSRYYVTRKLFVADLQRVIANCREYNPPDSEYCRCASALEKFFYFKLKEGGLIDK
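Free CoA generated was detected with ThioGlo1 (50uM) fluorescence at Ex340nm/Em540nm, read immediately and after 20 min at room temperature. Enzyme, 20 nM in HEPES pH 7.5 buffer, saw compounds 15 min before adding 75uM H3(1-25) peptide and 70uM acetyl-CoA.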
FEN1 inhibitor: blocks human flap endonuclease 1; P39748; Recombinant FEN1 flap cleavage, fluorescence, 15 min; Potency, µM (top dose mostly 114 µM), for the others: top-dose activity change, negative = inhibition, hits mostly inhibitors; 0.35% of 390,000 active; AID 588795; also: nearly all actives have a fitted effect of over 65% in size
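With each library titrated from low to high concentration, compounds met 10 nM FEN1 for 15 min at room temperature before 50 nM substrate was added; readings at 0 and 15 min fed four-parameter Hill curve fits.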
N370S GC mod: inhibitors or activators of N370S glucocerebrosidase for Gaucher disease. N370S GC spleen homogenate, 4MU-glucoside fluorescence. Potency, µM (doses to about 59.4 µM), for the others: at the highest dose activity change, negative = inhibition, most hits filed as inhibitors. 0.092% of 330,000 active. AID 2101;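 also: 0% = full enzyme activity and -100% = no enzyme basal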
An asterisk follows results filed as active; u = inconclusive; x = not tested or not shown; & = joins results of further samples; [ ] = another dose, or the depositor's remark. Calls follow the shape of the dose curve; as a rule, active = well fitted curve in the direction sought with a large enough effect; inconclusive = small, poorly fitted or top-dose-only effect, or another doubt; inactive = no such curve, though single readings can be large; an effect the other way counts as inactive or inconclusive. Unless noted, % is scaled to controls: 0 for no effect and ±100 for the full control effect; potency is read from the fitted curve at half-maximal effect.

The opening three entries as a preview:
(1) Cc1ccc(S(=O)(=O)N(CC(=O)Nc2cc(C)ccc2C)C(=O)N2CCN(C)CC2)cc1
(2) CCCC/C(C)=N/NC(=O)C(=O)NCCc1ccccc1
(3) COc1ccc(/C(C)=N/NC(=O)c2cccc(S(=O)(=O)N3CCCC3)c2)c(O)c1

screen / no.	1	2	3
KAT2A inh	1%	-3%	-3%
FEN1 inhibitor	12%	2%	-10%
N370S GC mod	0%	-18%	-5%

This part in full, from the start:
(1) Cc1ccc(S(=O)(=O)N(CC(=O)Nc2cc(C)ccc2C)C(=O)N2CCN(C)CC2)cc1
(2) CCCC/C(C)=N/NC(=O)C(=O)NCCc1ccccc1
(3) COc1ccc(/C(C)=N/NC(=O)c2cccc(S(=O)(=O)N3CCCC3)c2)c(O)c1
(4) Cc1ccc(CCNC(=O)c2ccc3nc4ccc(Cl)cc4c(=O)n3c2)cc1
(5) CN1CCc2c(sc3nc(SCC(=O)N4CCOCC4)nc(N)c23)C1
(6) CN(C)C(=O)CSc1nnc(-c2cccnc2)n1-c1ccccc1

screen / no.	1	2	3	4	5	6
KAT2A inh	1%	-3%	-3%	3%	1%	-2%
FEN1 inhibitor	12%	2%	-10%	-17%	0%	-4%
N370S GC mod	0%	-18%	-5%	-3%	9%	5%

(7) O=C1C(Cc2ccccc2)NC(=S)N1c1ccccc1 (stereo not drawn)
(8) CCC[C@@H](CN1CCC[C@H]1CN1C(N)=NC[C@H]1CC(C)C)N1C[C@@H](Cc2ccccc2)N(CCCC2CCCC2)C1=N
(9) COc1ccccc1N1CCN(C(=O)CC(NC(=O)c2ccccc2Cl)c2ccccc2)CC1 (stereo not drawn)
(10) Cc1nonc1NC(=O)CSc1nc2c(C)cccc2cc1C#N
(11) COc1ccc(CCNC(=O)C/C(C)=N/NC(=O)COc2ccc(C)cc2Br)cc1OC
(12) CC(=O)Nc1nn(C)c2nc3cc(C)ccc3cc12

screen / no.	7	8	9	10	11	12
KAT2A inh	-2%	-1%	-4%	-8%	2%	-3%
FEN1 inhibitor	4%	-24%	2%	-3%	0%	-17%
N370S GC mod	3%	x	2%	-10%	-2%	1%

(13) CCc1ccc(S(=O)(=O)c2nnn3c2nc(NC2CCCC2)c2sccc23)cc1
(14) O=C1CCCN1CC(CN1CCOCC1)Sc1nc2ccccc2c(=O)n1-c1ccccc1 (stereo not drawn)
(15) CC(=O)c1cn(CC(=O)Nc2ccccc2C(F)(F)F)c2ccccc12
(16) COc1ccccc1NC(=O)CSc1cn(CC(=O)N2CCCC2)c2ccccc12
(17) COc1cc(/C=C2/SC(=S)NC2=O)ccc1OS(=O)(=O)c1ccc(C)cc1
(18) COc1ccc(C(=O)N2CCN(c3nc(C4CC4)nc4sc(C)c(C)c34)CC2)cc1

screen / no.	13	14	15	16	17	18
KAT2A inh	-6%	-4%	-19%	-3%	u	-5%
FEN1 inhibitor	-6%	2%	26%	7%	79µM*	-23%
N370S GC mod	x	-9%	-6%	x	11%	6%

One compound at a time, as listed above. Order of values: KAT2A inh, FEN1 inhibitor, N370S GC mod
Entry for CCc1ccc(S(=O)(=O)c2nnn3c2nc(NC2CCCC2)c2sccc23)cc1 : -6%, -6%, x
Entry for COc1ccc(C(=O)N2CCN(c3nc(C4CC4)nc4sc(C)c(C)c34)CC2)cc1 : -5%, -23%, 6%
Entry for COc1ccccc1NC(=O)CSc1cn(CC(=O)N2CCCC2)c2ccccc12 : -3%, 7%, x

The list goes on.
(19) CCOC(=O)c1nn(-c2ccc(Cl)cc2Cl)c(=N)c(C#N)c1C
(20) COc1ccc(CCNC(=O)Nc2ccccc2[N+](=O)[O-])cc1
(21) Cc1ccc(S(=O)(=O)N2CCOCC2)cc1C(=O)OC(C)C(=O)NC1CCCC1 (stereo not drawn)
(22) CC(C)CCSc1nc2ccccc2[nH]1
(23) CC(C)(C)c1nc(SCC(=O)c2ccccc2)c2ccccc2n1
(24) NC(=O)CSc1nnc2n(N)c(=O)c3ccccc3n12

screen / no.	19	20	21	22	23	24
KAT2A inh	2%	-5%	-1%	-8%	-8%	18%
FEN1 inhibitor	x	2%	-2%	-1%	-9%	-12%
N370S GC mod	-13%	3%	x	-4%	12%	-4%

(25) O=C(CCc1ccc(S(=O)(=O)N2CCOCC2)cc1)OCC(=O)c1ccccc1F
(26) CCn1c(SCC(=O)Nc2ccc(S(N)(=O)=O)cc2)nnc1-c1ccccc1OC
(27) Cc1ccc(S(=O)(=O)C(CNC(=O)C(=O)NCCc2ccc(Cl)cc2)c2ccco2)cc1 (stereo not drawn)
(28) CC(=O)Oc1ccc2c(C)c(CC(=O)N3CCN(C(=O)C4COc5ccccc5O4)CC3)c(=O)oc2c1C (stereo not drawn)
(29) Fc1ccc(N2CCN(c3nc(-c4ccco4)cc(C(F)(F)F)n3)CC2)cc1
(30) CCOC(=O)c1sc(N)c(C#N)c1CSc1nc2ccc(OCC)cc2[nH]1

screen / no.	25	26	27	28	29	30
KAT2A inh	-3%	-3%	-2%	-1%	-16%	0%
FEN1 inhibitor	-3%	8%	-1%	-12%	-21%	0%
N370S GC mod	x	13%	x	u	-3%	4%[2.35 µM]

(31) O=C(CSc1nnc(-c2ccccc2Br)o1)Nc1cccc2ccccc12
(32) CCOc1cc(CNc2ccc3c(c2)OCCO3)cc(Br)c1OC
(33) COc1ccc(CN2CCCN(S(=O)(=O)c3ccc(Br)cc3)CC2)cc1
(34) COc1ccccc1NC(=O)Nc1ccc(C(=O)N2CCCCC2)cc1
(35) CC(=O)NNC(=O)N1Cc2ccccc2Oc2ccc(Cl)cc21
(36) CCOc1ccc(N(CC(=O)Nc2cccc(C)c2C)S(=O)(=O)c2c(C)[nH]c(=O)[nH]c2=O)cc1

screen / no.	31	32	33	34	35	36
KAT2A inh	u	0%	-11%	0%	-4%	0%
FEN1 inhibitor	-7%	-19%	-3%	4%	-21%&2%	-16%
N370S GC mod	7%	-18%	-22%	-6%	1%&-4%	11µM*

(37) CC1CCCC(NC(=O)CN2C(=O)NC(c3ccccc3)(c3ccccc3)C2=O)C1C (stereo not drawn)
(38) Cc1ccccc1-n1nc(C)c(N=O)c1N
(39) CC(C)(C)c1ccc(S(=O)(=O)N2CCN(C(=O)c3ccc4c(c3)C(=O)N(Cc3ccncc3)C4=O)CC2)cc1
(40) CC(C)(C)c1ccc(C(=O)Nc2nnc3n2CCS3)cc1
(41) COc1ccc(CNC(=O)CCCn2nc([N+](=O)[O-])cc2C)cc1
(42) O=C(CN1CCCN(S(=O)(=O)c2ccc(F)cc2)CC1)Nc1ccccc1Br

screen / no.	37	38	39	40	41	42
KAT2A inh	-11%	-6%	-3%	-3%	3%	2%
FEN1 inhibitor	1%	3%	2%	4%	3%	3%
N370S GC mod	0%	-4%	-4%	x	-15%	11%

(43) O=c1[nH]c(/C(Cl)=C/c2cc(Cl)ccc2O)nc2cc(Cl)ccc12
(44) O=C(/C=C/c1cccc([N+](=O)[O-])c1)NCCSCc1ccco1
(45) CCN(CC)CCn1cnc2c([nH]c3cccc(OC)c32)c1=O
(46) Cc1ccccc1C(=O)OCC(=O)NCC1COc2ccccc2O1 (stereo not drawn)
(47) Cc1ccc(NS(=O)(=O)c2ccc(CCC(=O)N3CCOCC3)cc2)cc1
(48) COc1cc(/C=N/n2nnnc2N)ccc1OC(C)C

screen / no.	43	44	45	46	47	48
KAT2A inh	0%	-1%	-7%	-1%	-4%	0%
FEN1 inhibitor	-13%	-17%	0%	-1%	-8%	-16%
N370S GC mod	4%	6%	-3%	-5%	3%	-1%

(49) O=c1cc(N2CCCCC2)nc2n1CCCS2
(50) COc1ccc2c(CNCCc3ccco3)c(C(=O)O)n(Cc3ccc(F)cc3)c2c1
(51) Cc1cc(C)n(-c2nncc(-c3ccccc3)n2)n1
(52) COc1ccc(S(=O)(=O)N2CCCCC2)cc1NC(=O)C1CCCC1
(53) OC(CNC1CCCC1)COc1ccccc1Br (stereo not drawn)
(54) O=C(C1CCCN(c2ncnc3c2nc2n3CCCCC2)C1)N1CCN(c2ccccc2F)CC1 (stereo not drawn)

screen / no.	49	50	51	52	53	54
KAT2A inh	1%	0%	-1%	-11%	-3%	-18%
FEN1 inhibitor	-1%	-3%	-10%	-4%	-11%	-3%
N370S GC mod	-4%	x	u	x	1%	-2%

Ordered by the number under FEN1 inhibitor (falling): five of the compounds above.
item | mol | KAT2A inh | FEN1 inhibitor | N370S GC mod
34 | COc1ccccc1NC(=O)Nc1ccc(C(=O)N2CCCCC2)cc1 | 0% | 4% | -6%
30 | CCOC(=O)c1sc(N)c(C#N)c1CSc1nc2ccc(OCC)cc2[nH]1 | 0% | 0% | 4%[2.35 µM]
46 | Cc1ccccc1C(=O)OCC(=O)NCC1COc2ccccc2O1 (stereo not drawn) | -1% | -1% | -5%
10 | Cc1nonc1NC(=O)CSc1nc2c(C)cccc2cc1C#N | -8% | -3% | -10%
43 | O=c1[nH]c(/C(Cl)=C/c2cc(Cl)ccc2O)nc2cc(Cl)ccc12 | 0% | -13% | 4%

(cont.)
(55) CCOc1ccc(NC(=S)Nc2ccc(C)c([N+](=O)[O-])c2)cc1
(56) O=C(CNC(=O)c1cc(Cl)cc([N+](=O)[O-])c1)OCC(=O)N1CCCCC1
(57) O=S(=O)(c1cccc2cccnc12)n1cnc2ccccc21
(58) Cc1nc(NC(=O)c2ccccc2)sc1-c1csc(Nc2cccc(Cl)c2)n1
(59) O=C(Cc1ccccc1)NCC(=O)OCC(=O)c1ccc(Cl)cc1
(60) CC(C)OCCCNC(=O)CCCn1c(SCC(N)=O)nc2c(sc3ccccc32)c1=O

screen / no.	55	56	57	58	59	60
KAT2A inh	-8%	-5%	-10%	0%	-10%	-7%
FEN1 inhibitor	-2%	5%	-7%	x	-7%	4%
N370S GC mod	2%	x	u	9%	-11%	x

(61) CCOc1cc(C)nc(Oc2ccc(=O)[nH]n2)n1
(62) CCOC(=O)c1sc(NC(=O)CSc2nnc(-c3ccco3)n2CC)c(C(=O)OCC)c1C
(63) CCC(=O)Nc1nc(C)c(C(=O)Nc2cccc(Cl)c2)s1
(64) Cc1ccc([N+](=O)[O-])cc1S(=O)(=O)N1CCn2cccc2C1c1ccccc1 (stereo not drawn)
(65) CS(=O)(=O)c1ncc(Cl)c(C(=O)Nc2ccc3ccccc3c2)n1
(66) COc1ccc(C2=NN(S(C)(=O)=O)C(c3cn(-c4ccccc4)nc3-c3cccs3)C2)cc1 (stereo not drawn)

screen / no.	61	62	63	64	65	66
KAT2A inh	0%	-13%	-26%	-21%	-7%	-4%
FEN1 inhibitor	1%	18%	10%	-8%	-2%	u
N370S GC mod	-5%	u	-5%	x	1%	x

(67) CCn1c(Cc2ccccc2)nnc1SCC(=O)Nc1nc(C)cs1
(68) O=C(c1ccc2c(c1)OCCO2)N(c1ccccn1)C1CCCCC1
(69) CCCCC(=O)NC(=S)Nc1cc(C(=O)O)ccc1Cl
(70) Cc1ccc(NC(=O)Cn2c(=O)oc3ccccc32)cc1C
(71) CCOC(=O)c1ccc(NC(=O)c2cc3ccccc3o2)cc1
(72) O=c1cnc2cnc(Nc3ccccc3)nc2n1C[C@H]1CCCO1

screen / no.	67	68	69	70	71	72
KAT2A inh	-1%	0%	22%	-5%&-4%	-9%	-23%
FEN1 inhibitor	-15%	0%	-4%	10%&-3%	-18%	x
N370S GC mod	11%	2%	3%	0%	u	-2%

(73) CCN1CCN(CCCNC(=O)c2ccc(/C=C3/Sc4ccccc4N(Cc4ccccc4F)C3=O)cc2)CC1
(74) Cc1ccc2c(c1)c(=O)c1c3n2CCN(C(=O)CCl)C3CC1 (stereo not drawn)
(75) O=C(CN1N=C(c2ccccc2)CCC1=O)NCc1cccs1
(76) CC(=O)NC1CCCN(O)C(=O)/C=C(\C)CCOC(=O)C(NC(C)=O)CCCN(O)C(=O)/C=C(\C)CCOC(=O)C(NC(C)=O)CCCN(O)C(=O)/C=C(\C)CCOC1=O (stereo not drawn)
(77) O=C(NC1CCCCC1)C(c1ccc(F)cc1)N(CCN1CCOCC1)C(=O)c1ccc(-c2ccccc2)[nH]1 (stereo not drawn)

screen / no.	73	74	75	76	77
KAT2A inh	-11%	-10%	-4%	3%	7%
FEN1 inhibitor	-20%	u	-2%	-3%	-2%
N370S GC mod	-12%	-4%	22%	-16%	4%

Bioassay records from PubChem BioAssay.

Only part of the results is shown. The share of hits here may be higher or lower than overall.
